DNMT1 inh: human DNMT1 methyltransferase inhibitors, primary screen, biochemical, molecular beacon, fluorescence, HinP1I cleavage, uHTS; DNA (cytosine-5)-methyltransferase 1 (Homo sapiens), P26358; inhibition (reported as % activation of signal), % at 10 µM; 360,000 tested, 0.83% active; AID 588458, 2011; in the data active = inhibition above about 50%
STEP block: STEP phosphatase inhibitors, primary screen, biochemical, fluorescence intensity, uHTS; Tyrosine-protein phosphatase non-receptor type 5 (Homo sapiens), P54829; recombinant STEP, OMFP fluorogenic substrate; inhibition, % at 20 µM; 360,000 tested, 0.25% active;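 active = inhibition at 20 µM, scaled per plate between control wells, above about 37%, limit read from the data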;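 note: 0% = DMSO with enzyme and substrate and 100% = substrate only without enzyme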
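Also added – OMFP at 25 µM · Test system – STEP tyrosine phosphatase · Technique – FITC-channel fluorescence of OMFP product · Schedule – 20 min at room temperature, dark · Evaluation – control-normalized % inhibition with plate pattern correction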
LMPTP inh: LMPTP phosphatase inhibitors, primary screen, biochemical, fluorescence intensity, uHTS; recombinant LMPTP-A, OMFP fluorogenic substrate; Low molecular weight phosphotyrosine protein phosphatase (Homo sapiens), P24666; AID 651560, 2012; inhibition, % at 20 µM; 360,000 tested, 0.22% active;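 active = compounds that cut the enzyme signal by at least half of the control window in the single-dose screen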;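 note: plate controls were DMSO wells with enzyme plus substrate for no effect and substrate without enzyme for full effect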
Target sequence (P24666 whole entry, looked up): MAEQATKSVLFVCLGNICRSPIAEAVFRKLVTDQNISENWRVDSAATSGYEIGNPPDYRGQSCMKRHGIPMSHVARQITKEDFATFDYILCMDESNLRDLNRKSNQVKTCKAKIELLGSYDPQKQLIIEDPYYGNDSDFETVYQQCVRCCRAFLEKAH
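Test system: LMPTP-A, protein tyrosine phosphatase of low molecular weight; Input: 0.625 nM enzyme; Incubation: 50 min dark incubation at room temperature; Signal: endpoint fluorescence intensity from OMFP dephosphorylation; Read-out basis: % inhibition versus control wells.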
SUMO1 PPI mod: modulators of SUMO1 protein-protein interactions, primary screen, biochemical, uHTS | 360,000 tested, 0.33% active | inhibition, % at 20 µM | Small ubiquitin-related modifier 1 (Homo sapiens), P63165 | SUMO1 binding to a labelled peptide, TR-FRET, 1 h; in the data active = inhibition above about 37%
Target sequence (P63165 whole entry, looked up): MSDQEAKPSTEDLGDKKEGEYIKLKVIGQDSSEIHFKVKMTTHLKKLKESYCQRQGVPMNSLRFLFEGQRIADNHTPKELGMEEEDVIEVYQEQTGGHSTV
bovine MsrA act: bovine MsrA enzyme activators, primary screen, biochemical, absorbance, HTS. purified bovine MsrA, absorbance read-out. activation, % at 10.6 µM. 360,000 tested, 0.3% active. AID 602163, 2012; in the data active = activation above about 7.5%;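 note: 0% = vehicle and 100% = reference activator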
eLon inh: inhibitors of E. coli Lon protease, primary screen, biochemical, fluorescence polarization; P0A9M0; purified E. coli Lon protease; inhibition, % at 7.94 µM; 360,000 tested, 0.42% active; in the data active = inhibition above about 13%, passing the limit was not always enough;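 note: 0% = enzyme with probe and DMSO and 100% = no enzyme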
Target sequence (P0A9M0 whole entry, looked up): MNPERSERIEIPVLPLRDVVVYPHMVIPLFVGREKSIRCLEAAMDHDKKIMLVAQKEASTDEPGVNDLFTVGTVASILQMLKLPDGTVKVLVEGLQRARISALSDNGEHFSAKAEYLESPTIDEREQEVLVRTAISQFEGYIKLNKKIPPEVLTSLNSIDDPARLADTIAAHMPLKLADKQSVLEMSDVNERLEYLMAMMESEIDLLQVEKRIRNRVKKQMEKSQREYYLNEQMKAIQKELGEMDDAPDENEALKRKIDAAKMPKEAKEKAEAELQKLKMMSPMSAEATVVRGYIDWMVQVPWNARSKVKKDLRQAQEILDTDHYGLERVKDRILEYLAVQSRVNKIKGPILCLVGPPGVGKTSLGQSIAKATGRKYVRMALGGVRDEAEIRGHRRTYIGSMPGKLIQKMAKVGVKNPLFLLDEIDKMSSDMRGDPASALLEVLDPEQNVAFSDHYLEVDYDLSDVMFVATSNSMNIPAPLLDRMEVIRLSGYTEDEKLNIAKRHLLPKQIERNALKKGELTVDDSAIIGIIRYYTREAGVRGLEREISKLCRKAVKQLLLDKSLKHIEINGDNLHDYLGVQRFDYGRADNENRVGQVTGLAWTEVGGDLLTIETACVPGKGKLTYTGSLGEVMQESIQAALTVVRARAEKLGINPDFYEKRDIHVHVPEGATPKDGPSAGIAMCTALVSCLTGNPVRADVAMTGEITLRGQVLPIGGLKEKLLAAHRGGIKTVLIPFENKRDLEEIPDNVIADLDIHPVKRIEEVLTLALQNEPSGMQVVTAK
TbMetRS inhib: T. brucei MetRS inhibitors, primary screen, biochemical, luminescence | 360,000 tested, 0.4% active | inhibition, % at 11.9 µM | purified T. brucei MetRS, ATP depletion, Kinase-Glo luminescence | AID 624268, 2012;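 active = inhibition above a per-plate cutoff of the control wells' mean inhibition plus 3 SD, cut at about 5.5% in these data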;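 note: 0% = DMSO wells median and 100% = median of wells with control inhibitor compound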
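Dosing: 11.9 µM compound single dose, 0.9% DMSO; Assay system: purified T. brucei MetRS enzyme; Measured by: Kinase-Glo luciferase luminescence reporting remaining unconsumed ATP; Schedule: 15 min plus 2 h at 25 °C.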
NRP1-CendR mod: modulators of CendR peptide binding to NRP-1, primary screen, biochemical, fluorescence polarization, uHTS; Neuropilin-1 (Homo sapiens), O14786; 360,000 tested, 0.85% active; inhibition, % at 25 µM; AID 602438, 2012; FAM-RPARPAR peptide binding to NRP-1;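 active = inhibition or corrected inhibition above about 18%, plus a signal ratio from 0.5 to 1.5, limit read from the data, passing the limit was not always enough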; note: strong numbers were not always called active
MsrA inh: bovine MsrA enzyme inhibitors, primary screen, biochemical, absorbance, HTS. Methionine sulfoxide reductase A (Bos taurus). purified bovine MsrA, absorbance read-out. inhibition, % at 15.5 µM. 360,000 tested, 0.75% active; in the data active = inhibition above about 4.5%;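 note: 0% = vehicle wells with enzyme and 100% = reference inhibitor wells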
Scp1 inh: Scp-1 phosphatase inhibitors, primary screen, biochemical, colorimetric, uHTS; 340,000 tested, 0.88% active; Carboxy-terminal domain RNA polymerase II polypeptide A small phosphatase 1 (Homo …; Recombinant Scp1, phosphopeptide, malachite green phosphate absorbance; inhibition, % at 20 µM;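 active = inhibition above about 50% at 20 µM, limit read from the data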;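 note: plate controls were DMSO wells with enzyme for no effect and wells lacking enzyme for full effect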
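Test system: SCP-1 phosphatase catalytic domain, residues 76-261; measured by: colorimetric phosphate reagent with accelerator and stabiliser, absorbance at 630 nm; timing: enzyme reaction 45 min at room temperature, colour 5 min, stabilisation 30 min; also added: Phosphorylated 17-residue peptide substrate; compound dosing: one concentration, 20 µM, with 1.0% DMSO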
* = called active by the depositor; nt = no result given. This is a random part of the collection. Share with any hit: about 4.3%.

SMILES	DNMT1 inh	STEP block	LMPTP inh	SUMO1 PPI mod	bovine MsrA act	eLon inh	TbMetRS inhib	NRP1-CendR mod	MsrA inh	Scp1 inh
Cc1nc2ccc(NC(=S)N3CCN(c4ccccn4)CC3)cc2nc1C	-4	19	1.3	-2	4	-5	0.4	-5	0.3	-12
CCOc1ccc(CN2CCN(Cc3cn(CC)nc3C)CC2CCO)cc1 (stereo not drawn)	2	1	-0.1	-3	-2	-3	-0.5	6	0.8	-7
CCCCn1c(N)c(N(CCOC)C(=O)CC(NC(=O)c2ccccc2Cl)c2ccccc2)c(=O)[nH]c1=O (stereo not drawn)	7	-2	-0.4	2	-4	4	-0.4	-4	-0.6	-5
COCCN(C(=O)c1snc(C(N)=O)c1N)C(C(=O)NC1CCCCC1)c1ccc(OC)c(OC)c1 (stereo not drawn)	1	-3	-1.8	-3	-4	-3	-0.3	-8	1.7	-5
O=C1C(Cl)=C(N2CCCCC2)C(=O)N1c1ccccc1Cl	4	4	0.9	-8	-4	-4	-0.7	-7	-0.1	-4
O=C1SCCC1NS(=O)(=O)c1ccccc1[N+](=O)[O-] (stereo not drawn)	-1	11	-0.3	-3	-7	-7	-1.1	17	-1.4	-3
CCOc1cc(NC(=S)NCC2CCCO2)c(OCC)cc1NC(=O)C1CC1 (stereo not drawn)	-4	0	-0.4	0	-4	6	0.2	3	3.2	-7
CC(C)S(=O)(=O)NC(=O)C1(C)CCN1C(=O)Cc1ccccc1Cl (stereo not drawn)	0	1	-1.4	2	-1	-14	-0.1	-5	-0.6	nt
CCC(=O)Nc1nc2ccc3sc(C)nc3c2s1	0	2	0.9	4	0	3	0.5	-4	-0.5	-3
Cn1c(N)c(C(=O)COC(=O)c2cnc(Cl)c(Cl)c2)c(=O)n(C)c1=O	2	2	-1.5	6	-2	0	-0.6	-7	1.3	-5

Full records, quoted from the list. Values in the order: DNMT1 inh | STEP block | LMPTP inh | SUMO1 PPI mod | bovine MsrA act | eLon inh | TbMetRS inhib | NRP1-CendR mod | MsrA inh | Scp1 inh
Cc1nc2ccc(NC(=S)N3CCN(c4ccccn4)CC3)cc2nc1C is listed as -4 | 19 | 1.3 | -2 | 4 | -5 | 0.4 | -5 | 0.3 | -12
O=C1SCCC1NS(=O)(=O)c1ccccc1[N+](=O)[O-] (stereo not drawn) is listed as -1 | 11 | -0.3 | -3 | -7 | -7 | -1.1 | 17 | -1.4 | -3

The results go on:
SMILES	DNMT1 inh	STEP block	LMPTP inh	SUMO1 PPI mod	bovine MsrA act	eLon inh	TbMetRS inhib	NRP1-CendR mod	MsrA inh	Scp1 inh
COC(=O)c1cc(OC)c(OC)cc1NC(=O)CSc1nnnn1Cc1ccccc1	-3	1	-0.7	2	-10	-1	0.7	6	-0.2	-2
CCOc1ccc(S(=O)(=O)N2CCOCC2)cc1NC(=O)CN1C(=O)NC(C)(C2CC2)C1=O (stereo not drawn)	-1	-2	-2.7	0	-2	-4	-0.2	-8	0.5	nt
Cc1cc(=O)n2nc(N3CCCC(C(=O)NCCCN4CCc5ccccc5C4)C3)sc2n1 (stereo not drawn)	-2	-1	-0.3	-2	0	-5	-0.7	6	0.3	-4
CCC1(C)N=C(c2ccc3c(c2)OCO3)CC(c2ccccc2O)N1 (stereo not drawn)	-15	3	2.6	-5	-5	-11	-0.2	-2	2.4	0
CCc1cc(=O)oc2cc(C)cc(OCc3nn[nH]n3)c12	0	-2	-0.8	11	-1	8	0.1	13	0.3	-6
CC(C)CNC1=C(C(=S)Nc2ccccc2)C(=O)CC(C)(C)C1	3	-3	0.2	1	-4	-14	-0.3	10	1.3	-4
COc1cc(NC(=O)c2onc(C)c2Cl)cc(OC)c1OC	1	-2	2.6	5	-3	-16	-1.3	13	0.8	-3
CCN(Cc1ccccc1)C(=O)COC(=O)c1cc(S(=O)(=O)Nc2c(C)n(C)n(-c3ccccc3)c2=O)ccc1C	-6	-1	-1.0	-1	-1	11	-0.5	-17	0.4	-1
COc1ccc(C2=NOC(CNC(=S)N3CCOCC3)C2)cc1 (stereo not drawn)	-1	2	-1.1	0	-2	3	-0.2	6	-1.1	-10
CC(=O)Nc1ccc(N=NN2CCOCC2)cc1	-2	0	-0.9	-6	-4	-4	0.2	10	2.5	-7
Cc1c(NC(=O)C(C)OC(=O)CCc2ccccc2)c(=O)n(-c2ccccc2)n1C (stereo not drawn)	-1	-4	0.0	-2	-1	2	0.3	3	1.6	-5
CC(C)c1ccc(CNc2ncccn2)cc1	0	-3	-0.6	-19	-3	9	-0.7	-5	0.7	-12
O=C(CN1CCCCCCC1)Nc1ccc(Cl)cc1Cl	18	1	2.2	0	-15	-6	-1.0	4	2.2	0
CC(=O)/C=C/c1ccc(C)o1	-1	-2	0.3	-2	-7	2	-0.4	-4	0.2	-3
Cc1ccccc1C(=O)N1N=C(c2cccc(NS(C)(=O)=O)c2)CC1c1cccs1 (stereo not drawn)	-4	-2	0.2	-2	-5	5	-1.1	1	-0.9	2
CCOC(=O)C(=O)NC1CC=CCC1c1ccc2c(c1)OCO2 (stereo not drawn)	2	5	-0.9	10	0	-1	-0.3	8	-0.7	0
COCCCNC(=O)/C(C#N)=C/c1c(N2CCN(c3ccc(OC)cc3)CC2)nc2c(C)cccn2c1=O	-3	-2	0.9	-8	-15	1	-2.4	3	0.1	-15
CC1CCCN(C(=O)C2CCN(S(=O)(=O)c3ccc4c(c3)CC(C)N4C(=O)C3CC3)CC2)C1 (stereo not drawn)	0	1	-0.5	1	-1	-3	0.1	3	0.9	-4
O=C(OCc1cc([N+](=O)[O-])cc2c1OCOC2)c1ccccn1	0	3	-1.3	-15	-5	-3	-0.4	22	0.4	-3
CCn1c(COc2cccc(OC)c2)nnc1SCC(=O)Nc1ccccc1C(=O)OC	1	1	-0.4	6	0	-10	0.4	4	-0.1	-5
COc1ccc(CNc2ncc(-c3ccc(F)cc3)n2C)cc1OC	0	-2	-1.9	7	-1	5	-0.2	1	-0.4	1
COc1nc(Nc2ccc(C(C)C)cc2)nc(OC)n1	-1	-2	0.0	1	0	-8	-0.1	-6	0.1	-4
CCCCCN(C(=O)CCC(=O)OCC(=O)N1CCC(C)CC1)c1c(N)n(CCCC)c(=O)[nH]c1=O	0	-1	-0.9	0	-2	-1	-0.5	5	-1.3	-3
CCC(CC)C(=O)c1c[nH]c(C(=O)N2CCN(c3ccccc3F)CC2)c1	4	0	-1.6	-2	-1	3	-0.2	0	-0.3	2
CCOc1cccc2sc(=NC(=O)c3ccc(S(=O)(=O)N4CCOCC4)cc3)n(C)c12	-4	-1	2.1	27	-5	-2	-0.1	-8	-0.8	-8
Cc1ccc(C(=O)c2c(NC(=O)c3cccnc3)sc3c2CCCC3)cc1	-6	6	2.2	4	1	2	0.1	-9	-0.3	-5
O=C(c1cccs1)N1CCCC(c2nc3c(nnn3Cc3ccccc3Cl)c(=O)[nH]2)C1 (stereo not drawn)	0	0	-0.7	2	-4	0	0.1	-1	0.4	4
COc1ccc(CCNC(=O)c2ccc(Br)o2)cc1Br	nt	nt	0.1	2	-3	2	0.2	13	-0.1	nt
CCCn1c(=N)c(C(=O)NCC2CCCO2)cc2c(=O)n3cccc(C)c3nc21 (stereo not drawn)	4	1	0.0	-10	-6	-4	-1.0	2	0.0	-3
Cc1ccc2nc(C)/c(=N\O)c(C)nc2c1	-5	0	0.1	-1	-12	-2	0.6	12	-0.4	-3
Cc1cccc(-n2ncc3c(NCc4ccccn4)ncnc32)c1	-2	-6	-0.7	1	-1	-2	-1.6	1	-0.7	1
C/C=C1\C(OC2OC(CO)C(O)C(O)C2O)OC=C(C(=O)OC)C1CC(=O)OCC1C(C)C(OC(=O)CC2C(C(=O)OC)=COC(OC3OC(CO)C(O)C(O)C3O)/C2=C\C)CC1C(CO)CO (stereo not drawn)	1	0	-1.0	2	-2	-3	-0.7	0	1.1	10
CCOc1ccccc1N1CCN(Cc2cnc(-c3ccccc3)[nH]2)CC1	1	-2	-1.2	-2	-8	7	-0.8	0	-1.1	-17
COc1cccc(/C=N/Nc2ncnc(N)c2[N+](=O)[O-])c1OC	2	1	-0.3	-33	-5	-6	-0.9	3	nt	0
O=C(Nc1ccc(N2CCOCC2)cc1)C1CCCN(S(=O)(=O)c2cccc(C(F)(F)F)c2)C1 (stereo not drawn)	-6	-2	-0.1	-4	-5	7	-0.3	1	-0.5	3
O=C(NCC1CCCO1)c1ccc(N2CCCCC2)nc1 (stereo not drawn)	0	-2	-1.4	1	-9	-14	-1.0	8	0.1	-5
CN(C)CCC(=O)N1C/C(=C/c2ccccc2)C(=O)/C(=C\c2ccccc2)C1	21	-1	-1.2	-41	-1	6	0.1	6	3.1	10
CC(=O)Nc1ccc(N2N=C(C)C(N=Nc3ccccc3)C2=O)cc1 (stereo not drawn)	-14	1	1.4	-23	-4	4	0.0	-12	0.6	-4
CC(=O)NC(c1ccccc1)c1nc(/C=C/c2ccccc2)cs1 (stereo not drawn)	-6	-1	0.8	-21	-3	-5	-0.2	7	0.5	nt
O=C(/C=C/c1ccc([N+](=O)[O-])s1)N1CCN(c2ccccc2)CC1	-2	1	-0.1	-31	-1	2	-0.5	1	-0.1	-2
CCN1CCN(CCCNC(=O)CCCn2nc(C)c3sc4ccccc4c3c2=O)CC1	1	-2	-4.4	-7	-2	6	-0.3	10	0.3	-5
O=C(CC12CC3CC(CC(C3)C1)C2)NC(=S)N1CCCCC1	2	-1	-1.0	0	-2	-2	0.0	-17	0.5	-4
COc1cccc(-c2oc3c(c2C(=O)OCCN(C)C)C(O)CCC3)c1 (stereo not drawn)	nt	nt	-1.0	0	-3	-9	-0.2	4	0.3	nt
O=C(c1ccccc1)c1nccc2ccccc12	-2	3	-1.2	-1	-1	-12	-0.1	2	0.0	-3

Rewritten with two lines to a compound: part of the list above.
Sequence of screens: DNMT1 inh, STEP block, LMPTP inh, SUMO1 PPI mod, bovine MsrA act, eLon inh, TbMetRS inhib, NRP1-CendR mod, MsrA inh, Scp1 inh
O=C(c1ccccc1)c1nccc2ccccc12
→ -2, 3, -1.2, -1, -1, -12, -0.1, 2, 0.0, -3
COc1cccc(-c2oc3c(c2C(=O)OCCN(C)C)C(O)CCC3)c1 (stereo not drawn)
→ nt, nt, -1.0, 0, -3, -9, -0.2, 4, 0.3, nt
CCN1CCN(CCCNC(=O)CCCn2nc(C)c3sc4ccccc4c3c2=O)CC1
→ 1, -2, -4.4, -7, -2, 6, -0.3, 10, 0.3, -5
